BoNT A protease: inhibitors of Botulinum neurotoxin A light chain protease; 360,000 compounds, 0.17% hits; inhibition, % at 10 µM; multiplex microsphere protease substrate cleavage, flow cytometry; note: plate controls were buffer without enzyme for full effect and enzyme alone for no effect
Anthrax LF inh2: anthrax lethal factor protease inhibition; P15917; multiplex microsphere protease cleavage assay, LF; inhibition, % at 10 µM; 360,000 compounds, 0.12% hits; AID 588501; note: plate controls were buffer without enzyme for full effect and enzyme alone for no effect
Target sequence (P15917 whole entry, looked up): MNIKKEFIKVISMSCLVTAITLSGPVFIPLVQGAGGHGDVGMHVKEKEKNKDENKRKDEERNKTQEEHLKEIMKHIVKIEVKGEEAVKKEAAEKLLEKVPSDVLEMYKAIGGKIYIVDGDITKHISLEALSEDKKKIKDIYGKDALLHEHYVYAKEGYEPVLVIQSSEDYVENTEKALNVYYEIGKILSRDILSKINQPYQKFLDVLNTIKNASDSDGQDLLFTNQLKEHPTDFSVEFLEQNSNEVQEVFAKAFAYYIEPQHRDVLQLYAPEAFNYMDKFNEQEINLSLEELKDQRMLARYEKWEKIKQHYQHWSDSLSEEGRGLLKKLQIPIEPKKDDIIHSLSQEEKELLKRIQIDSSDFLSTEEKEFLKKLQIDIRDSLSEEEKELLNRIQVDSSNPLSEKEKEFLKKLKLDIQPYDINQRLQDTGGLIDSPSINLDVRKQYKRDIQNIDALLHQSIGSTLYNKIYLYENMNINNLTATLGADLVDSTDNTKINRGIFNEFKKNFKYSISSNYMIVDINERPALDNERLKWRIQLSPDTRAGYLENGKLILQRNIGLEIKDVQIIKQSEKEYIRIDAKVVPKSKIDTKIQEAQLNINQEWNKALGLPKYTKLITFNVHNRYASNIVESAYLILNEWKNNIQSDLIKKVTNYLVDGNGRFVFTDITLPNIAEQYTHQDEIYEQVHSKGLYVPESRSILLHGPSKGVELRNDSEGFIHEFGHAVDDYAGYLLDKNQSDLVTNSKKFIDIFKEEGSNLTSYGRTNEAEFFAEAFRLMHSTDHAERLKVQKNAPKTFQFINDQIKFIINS
Y pestis TopoI: inhibitors of Yersinia pestis topoisomerase I; activity, % at 10 µM; AID 504884; Y. pestis Topo-I cleavage product accumulation, plate reader; 360,000 compounds, 0.064% hits; in the data active = activity above about 50%, passing the limit was not always enough; inconclusive = no clear call, values can overlap the other calls; note: inactives centre near 2
Vc quorum ag: inducers of Vibrio cholerae quorum light production without autoinducers; V. cholerae BH1578 lux reporter, luminescence, 6 h; activation, % at 18.7 µM; 350,000 compounds, 0.16% hits; in the data active = activation mostly above about 9.7%, no sharp cut-off; inconclusive = no clear call, values can overlap the other calls; inactive = mostly below about 3.7%; note: not every result past the cut was called active; inactives centre near 0; reference of the scale not given here
SSB-PriA inh: inhibitors of Klebsiella pneumoniae PriA binding to SSB C-terminal tail | AlphaScreen SSBct-PriA binding, biotinylated peptide | inhibition, % at 33 µM | 430,000 compounds, 0.6% hits | AID 1272365; in the data active = inhibition mostly above about 37%, no sharp cut-off; inactive = mostly below about 20%;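 note: plate controls were negative control peptide for no effect and reference peptide for full effect; strong numbers were not always called active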
SARS 3CLpro inh: SARS-CoV 3CLpro protease inhibition. P0C6X7. recombinant SARS-CoV 3CLpro, quenched FRET peptide cleavage. AID 1706. 290,000 compounds, 0.14% hits. inhibition, % at 6 µM; in the data active = inhibition above about 12%
VHR inh abs: blocks human VHR1 dual specificity phosphatase. inhibition, % at 13.3 µM. recombinant VHR phosphatase, pNPP absorbance. P51452. AID 1654. 290,000 compounds, 0.52% hits; in the data active = inhibition above about 50%; note: some compounds called inactive have numbers as strong as hits
Target sequence (P51452 whole entry, looked up): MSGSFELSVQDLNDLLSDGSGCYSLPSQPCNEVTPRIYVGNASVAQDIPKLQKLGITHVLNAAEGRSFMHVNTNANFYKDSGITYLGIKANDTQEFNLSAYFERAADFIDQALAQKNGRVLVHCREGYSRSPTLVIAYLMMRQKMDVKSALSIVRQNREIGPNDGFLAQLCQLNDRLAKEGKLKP
CCHF vOTU inh: blocks the CCHF virus ovarian tumor domain protease | inhibition, % at 11.5 µM | CCHFV vOTU protease, Pep-AMC fluorescence | AID 651958 | 370,000 compounds, 0.55% hits; in the data active = inhibition above about 30%; note: 0% = vehicle wells with enzyme and 100% = no enzyme wells
TcdB GH inh: inhibitors of Clostridioides difficile toxin B glycohydrolase | inhibition, % at 9.99 µM | TcdB glycohydrolase enzymatic assay, plate reader | AID 652162 | P18177 | 350,000 compounds, 0.24% hits; in the data active = inhibition above about 10%
PfHsp40 rescue: restores yeast growth despite PfHsp40 toxicity; S. cerevisiae expressing PfHsp40, growth rescue, ATP luminescence; growth rescue, % at 12.5 µM; 340,000 compounds, 0.68% hits; AID 504582; in the data active = growth rescue above about 28%, passing the limit was not always enough; inconclusive = no clear call, values can overlap the other calls;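 note: yeast W303a lacking pdr1 and pdr3 grown in galactose medium; growth measured after three days at 30 °C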
Starred values were filed as active, the others as inactive; i = inactive; u = inconclusive; x = no result given; & = joins results of further samples. Cut-off read from the data, not from the text of the source, unless noted: active = inhibition above about 30%; inconclusive = no clear call, values can overlap the other calls; inactive = below that.

SMILES	BoNT A protease	Anthrax LF inh2	Y pestis TopoI	Vc quorum ag	SSB-PriA inh	SARS 3CLpro inh	VHR inh abs	CCHF vOTU inh	TcdB GH inh	PfHsp40 rescue
CCOP(=O)(OCC)C(Cc1ccccc1)NC(C)=O (configuration not stated)	0.1	7.1	6.7	5.3	-9.2	-2.8	31.0	-10.0	1.1	0.0
COc1ccc(OC)c(NC(=O)CC2(CC(=O)O)CCCC2)c1	2.3	-1.1	-5.6	-0.3	5.3	2.4	-11.2	10.7	7.0	-0.9
Cn1c(=O)c2c(-c3ccccc3)n(-c3ccccc3)cc2n(C)c1=O	0.0	-10.0	7.2	-0.3	x	x	x	2.7	0.8	x
O=[N+]([O-])c1cccc2c([As](=O)(O)O)cccc12	-3.4	-2.8	-1.5	5.6	7.1	-2.2	122.1	10.1	0.6	0.1
COC(=O)CCC(=O)OC1(C)C(=O)C2=CN(CCCOC(C)C)C(c3ccc(OC)cc3)=CC2=C(Br)C1=O (configuration not stated)	6.9	-45.6	-0.9	-0.4	-2.7	x	18.7	x	x	3.7
Cc1nnc(-c2cnn(C)c2N)n1Cc1ccc(Cl)cc1	-0.5	3.3	0.5	i	-8.2	2.9	2.0	6.5	x	-0.1
COc1ccc(C2C(=O)c3ccccc3C2=Nc2ccc(Br)cc2)cc1 (configuration not stated)	-0.1	-2.7	-4.7	-0.5	11.1	x	x	-6.0	0.6	-0.6
Cc1ccc(NC(=O)CN(C)C(=O)Cn2cc(C(F)(F)F)cc(Cl)c2=O)cc1	0.3	-0.3	-0.9	i	-5.0	1.8	-1.0	5.8	x	-1.2
CN1CCN(C(=O)CNC(=O)C23CC4CC(CC(C4)C2)C3)CC1	1.1	-6.2	3.6	-0.8	-3.5	x	x	24.6	3.8	-0.8
NC(=S)N/N=C/c1ccc2c(c1)OCCO2	-0.1	-7.3	6.5	-0.3	x	-0.7	16.0	5.5	0.4	-2.0
COc1ccc(OC)c(NC(=O)CSc2nnnn2C)c1	-1.8	-3.9	7.9	-0.2	2.4	-3.0	-5.2	-3.8	0.4	-0.2
O=C(O)c1cc(S(=O)(=O)N2CCCCCC2)c(Cl)cc1Cl	-1.6	-4.8	8.1	-0.6	-16.9	-1.2	11.3	-3.6	-2.9	1.5
COc1ccc(C(NC(=O)c2ccco2)c2ccc(OC)c(OC)c2)cc1 (configuration not stated)	-0.1	1.1	-3.0	-0.3	3.2	-6.0	-5.8	0.0	x	3.7
CCC1(c2ccc(Cl)cc2)NC(=O)N(CC(=O)NC2CCCCCC2)C1=O (configuration not stated)	1.3	-5.2	-2.6	i	-8.5	x	x	3.7	2.3	0.1
Fc1ccc(C2=CC(c3ccco3)n3nnnc3N2)cc1 (configuration not stated)	x	x	-5.9	-0.6	2.1	2.1	-6.7	6.2	-3.9	x

The last 2 compounds of the section above come first, to join the parts:
SMILES	BoNT A protease	Anthrax LF inh2	Y pestis TopoI	Vc quorum ag	SSB-PriA inh	SARS 3CLpro inh	VHR inh abs	CCHF vOTU inh	TcdB GH inh	PfHsp40 rescue
CCC1(c2ccc(Cl)cc2)NC(=O)N(CC(=O)NC2CCCCCC2)C1=O (configuration not stated)	1.3	-5.2	-2.6	i	-8.5	x	x	3.7	2.3	0.1
Fc1ccc(C2=CC(c3ccco3)n3nnnc3N2)cc1 (configuration not stated)	x	x	-5.9	-0.6	2.1	2.1	-6.7	6.2	-3.9	x
COc1ccc(OC)c(-c2cc(C3CCN(c4ncccc4[N+](=O)[O-])CC3)[nH]n2)c1	-1.0	-4.5	2.8	i	65.0*	6.9	-3.7	11.3	x	0.7
O=C(NNc1ccccc1F)C1CCC1	0.0	1.7	-3.4	-0.6	-9.9	-0.7	1.2	-1.5	-1.2	-0.9
Oc1ccc(/C=N/NC(=S)Nc2cccnc2)cc1	-0.9	2.9	4.5	-3.7	x	-2.1	22.6	11.2	-0.5	-1.2
COC(=O)c1ccccc1NC(=O)NCCc1ccccc1OC	0.1	-10.3	3.8	i	-6.2	3.7	13.0	3.4	0.8	1.1
CN1CCN(CC#CCn2c3ccccc3c3ccccc32)CC1	-0.9	-0.8	-18.2	-0.3	-0.4	4.3	2.9	-10.8	1.4	0.0
CC(=O)N1Cc2ccccc2CC1C(=O)N1CCN(c2ccccc2)CC1 (configuration not stated)	-0.4	-2.9	1.6	i	3.9	1.3	3.9	-1.9	1.0	0.3
O=C(NCc1ccco1)[C@@H]1CCCN1C(=O)c1cccs1	0.3	-3.4	7.8	-0.3	-4.8	-1.4	-45.1	6.1	x	-1.5
Cc1cc(C)c2[nH]c(=O)c(CN(Cc3cccs3)C(=S)NCc3ccco3)cc2c1	-0.9	-3.0	9.5	-0.1	-10.1	1.7	-7.2	20.0	x	-0.9
Cc1cc(-c2nn(C)c(=O)c3ccccc23)cc(C)c1O	-0.3	-2.9	2.0	i	-7.2	2.8	8.4	-11.1	-0.1	-0.8
C=CCn1c(SCC(=O)NC2CCCCC2)nnc1C1CCCCC1	-0.2	1.7	1.6	-1.0	-19.5	-5.0	39.1	8.3	x	0.5
Cc1nn(CC#N)c(=O)n1-c1ccccc1	-0.5	4.2	6.3	-0.6	2.2	-1.5	-6.1	5.8	x	-0.9
CCOC(=O)c1c(N)sc2c1CCCC2	-1.3	2.3	-1.0	-4.0	1.7	2.0	17.0	-11.4	x	4.3
O=C(Nc1ccc(N2CCOCC2)cc1)c1cc(-c2ccncc2)nc2ccccc12	-1.1	-3.8	6.2	i	10.3	-4.4	-2.8	9.6	1.6	1.3
CCc1nc2nc(C)c(NS(=O)(=O)c3ccc(C4CCCCC4)cc3)c(=O)n2[nH]1	-2.8	-3.3	4.6	-0.1	2.5	-4.8	-15.3	12.9	0.6	1.0
O=C(O)CCC(=O)OCCN(Cc1ccc(Oc2ccc([N+](=O)[O-])cc2)cc1)C(=O)C(Cl)Cl	0.0	-2.2	0.7	i	-18.3	x	x	16.2	-0.1	-0.6

Sorted by molar mass (highest first): four of the compounds above.
SMILES	BoNT A protease	Anthrax LF inh2	Y pestis TopoI	Vc quorum ag	SSB-PriA inh	SARS 3CLpro inh	VHR inh abs	CCHF vOTU inh	TcdB GH inh	PfHsp40 rescue
O=C(O)CCC(=O)OCCN(Cc1ccc(Oc2ccc([N+](=O)[O-])cc2)cc1)C(=O)C(Cl)Cl	0.0	-2.2	0.7	i	-18.3	x	x	16.2	-0.1	-0.6
Cc1cc(C)c2[nH]c(=O)c(CN(Cc3cccs3)C(=S)NCc3ccco3)cc2c1	-0.9	-3.0	9.5	-0.1	-10.1	1.7	-7.2	20.0	x	-0.9
CCOC(=O)c1c(N)sc2c1CCCC2	-1.3	2.3	-1.0	-4.0	1.7	2.0	17.0	-11.4	x	4.3
Cc1nn(CC#N)c(=O)n1-c1ccccc1	-0.5	4.2	6.3	-0.6	2.2	-1.5	-6.1	5.8	x	-0.9

Taken from above:
Anthrax LF inh2 with COC(=O)CCC(=O)OC1(C)C(=O)C2=CN(CCCOC(C)C)C(c3ccc(OC)cc3)=CC2=C(Br)C1=O (configuration not stated) stands at -45.6
CCHF vOTU inh with CCOP(=O)(OCC)C(Cc1ccccc1)NC(C)=O (configuration not stated) stands at -10.0
Anthrax LF inh2 with CN1CCN(CC#CCn2c3ccccc3c3ccccc32)CC1 stands at -0.8

(continued)
SMILES	BoNT A protease	Anthrax LF inh2	Y pestis TopoI	Vc quorum ag	SSB-PriA inh	SARS 3CLpro inh	VHR inh abs	CCHF vOTU inh	TcdB GH inh	PfHsp40 rescue
CCCC(=Nc1ccccc1)C1=C(O)C(C(=O)OC)C(C)(C)CC1=O (configuration not stated)	-0.3	-2.2	4.9	-0.4	-9.5	-2.9	-14.1	-11.7	0.7	0.3
COc1ccc(C(=O)N2CCOC2CNC(=O)C(=O)NCc2ccc3c(c2)OCO3)cc1 (configuration not stated)	0.0	-1.0	-3.8	3.1	-7.7	10.5	26.2	12.4	-0.9	-0.1
NNc1nc2ccc(F)cc2s1	-0.7	-3.5	-12.4	-0.6	6.0&-0.7	1.3	5.7	-7.3	x	1.1
CSc1ccccc1NC(=O)CN(C)C(=O)C1CCN(C(=O)Nc2ccccc2)CC1	x	x	-0.5	i	x	x	x	-4.9	0.1	-0.4
COC(=O)C[C@@H]1C[C@H]2c3cc(NS(C)(=O)=O)ccc3O[C@H]2[C@H](CO)O1	0.0	-10.5	2.1	i	x	x	x	-1.0	-2.7&-3.9	x
Cc1ccc(NC(=O)CN(C)C(=O)c2cccc(S(=O)(=O)N3CCc4ccccc4C3)c2)cc1	-0.9	-0.3	9.6	-0.2	x	x	x	-8.0	0.7	x
Cc1cccc(C(=O)NC2CCN(C(=S)NCc3ccco3)CC2)c1	-0.3	-2.0	-0.7	-0.3	-2.8	-5.5	6.0	-1.6	0.3	2.7
C#C[C@]1(O)CC[C@H]2[C@@H]3CCc4cc(O)ccc4[C@H]3CC[C@@]21C	-0.6	5.5	5.3	3.0	5.8	-0.5	-3.0	-5.4	0.9	5.1
CCOC(=O)c1c(C)n(CC)c2ccc(OC(=O)c3ccc([N+](=O)[O-])cc3)cc12	-1.8	-0.4	23.5	-0.2	11.3	1.2	-12.5	-10.6	1.0	0.6
Cc1ccc(C2(c3ccc(C)cc3)NC(=O)N(CC(N)=O)C2=O)cc1	2.8	1.1	-8.9	i	-9.5	-3.1	41.5	-0.6	0.7	0.1
CN(C)C(=O)c1ccc(-c2cc(C(F)(F)F)n(C)n2)s1	0.1	4.1	2.2	-0.6	-8.5	-1.2	31.3	-8.5	1.5	0.3
Cc1nonc1-c1ccc2c(c1)OCO2	2.2	17.6	0.3	-1.0	-17.7	1.2	12.0	-13.0	1.7	0.4
O=C(NCc1ccc(C(=O)O)cc1)OCc1ccccc1	-0.1	3.2	2.0	i	-5.3	0.8	-8.2	-3.4	0.5	-0.1
Cc1[nH]n(C(N)=S)c(=O)c1N=Nc1cc(C(F)(F)F)ccc1Cl	-1.9	15.1	5.6	i	2.2	-1.3	x	4.0	-0.5	-0.1
Nc1ncnc2c1nc(Sc1ccc(Cl)cc1)n2[C@@H]1O[C@@H]2COP(=O)(O)O[C@H]2[C@H]1O	-0.6	-3.2	0.4	i	-0.3	x	x	5.5	1.8	4.0

One compound at a time, as listed above. Screens in order: BoNT A protease, Anthrax LF inh2, Y pestis TopoI, Vc quorum ag, SSB-PriA inh, SARS 3CLpro inh, VHR inh abs, CCHF vOTU inh, TcdB GH inh, PfHsp40 rescue
Record of Cc1ccc(NC(=O)CN(C)C(=O)c2cccc(S(=O)(=O)N3CCc4ccccc4C3)c2)cc1 → -0.9, -0.3, 9.6, -0.2, x, x, x, -8.0, 0.7, x
Record of O=C(NCc1ccc(C(=O)O)cc1)OCc1ccccc1 → -0.1, 3.2, 2.0, i, -5.3, 0.8, -8.2, -3.4, 0.5, -0.1

The listing continues:
SMILES	BoNT A protease	Anthrax LF inh2	Y pestis TopoI	Vc quorum ag	SSB-PriA inh	SARS 3CLpro inh	VHR inh abs	CCHF vOTU inh	TcdB GH inh	PfHsp40 rescue
O=C(Nc1nccs1)C1(S(=O)(=O)c2ccc(Cl)cc2)CC1	-1.1	-0.6	4.7	-3.8	-5.4	-3.1	15.1	-12.4	1.7	0.8
Cc1cc(C(=O)N2CCN(c3ccc([N+](=O)[O-])cc3)CC2)co1	1.9	0.5	13.6	i	4.5	1.4	11.0	21.9	2.0	-1.9
COc1ccc(C(=O)Nc2nc(-c3ccc(S(=O)(=O)N4CCOCC4)cc3)cs2)cc1	u	-4.8	3.6	i	-4.6	0.6	-16.6	0.9	x	0.0
O=S(=O)(c1ccc(Br)cc1)N1CCCN(Cc2ccccc2F)CC1	0.2	0.8	1.8	i	0.7	3.4	-8.5	3.5	x	0.3
O=C(N/N=C/c1cccc2ccccc12)c1cc2ccccc2o1	-0.9	4.9	6.2	i	x	1.3	-3.8	3.0	0.2	0.5
COc1ccc(C(=O)Nc2cnc(NC(=O)c3cccs3)cc2C)cc1	0.3	2.4	-4.8	-0.5	9.9	-2.9	8.5	1.1	0.5	-0.9

From PubChem BioAssay

These rows are one share of the data; the hit share may differ from the screen's.
